# Source: PubChem
# Vc quorum ag = quorum light induction in luxS cqsA deficient V. cholerae | V. cholerae BH1578 lux reporter, luminescence, 6 h | activation, % at 18.7 µM | actives 0.16% (n = 350,000) | AID 588436; in the data active = activation mostly above about 9.7%, no sharp cut-off; note: not every result past the cut was called active; inactives centre near 0; reference of the scale not given here
# Mtb FBA inh = inhibits M. tuberculosis FBA enzyme. actives 2.3% (n = 360,000). inhibition, % at 1 µM. AID 588726. P9WQA3. purified M. tuberculosis FBA, fluorescence read-out; in the data active = inhibition above about 27%;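 note: 0% = vehicle and 100% = reference inhibitor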
# Target sequence (P9WQA3 whole entry, looked up): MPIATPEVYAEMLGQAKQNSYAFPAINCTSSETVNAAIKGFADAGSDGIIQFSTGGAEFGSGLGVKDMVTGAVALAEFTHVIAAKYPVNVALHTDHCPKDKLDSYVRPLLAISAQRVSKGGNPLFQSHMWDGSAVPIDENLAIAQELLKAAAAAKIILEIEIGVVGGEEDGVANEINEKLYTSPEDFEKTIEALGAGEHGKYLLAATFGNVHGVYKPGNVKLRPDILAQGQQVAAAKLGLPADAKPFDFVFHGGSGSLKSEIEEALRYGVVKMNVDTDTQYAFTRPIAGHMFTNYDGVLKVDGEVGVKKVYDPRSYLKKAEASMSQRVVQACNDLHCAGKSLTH
# FadD28 binding = inhibitors of Mycobacterium tuberculosis FadD28 bisubstrate binding; FadD28 bisubstrate probe binding, fluorescence polarization; inhibition, % at 12.5 µM; actives 0.22% (n = 360,000); in the data active = inhibition above about 8.5%, passing the limit was not always enough
# PfHsp40 rescue = rescue of PfHsp40-mediated yeast toxicity; AID 504582; actives 0.68% (n = 340,000); S. cerevisiae expressing PfHsp40, growth rescue, ATP luminescence; growth rescue, % at 12.5 µM; in the data active = growth rescue above about 28%, passing the limit was not always enough;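 note: yeast W303a lacking pdr1 and pdr3 grown in galactose medium; growth measured after three days at 30 °C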
# TcdB inh = blocks C. difficile toxin B glycohydrolase activity | P18177 | TcdB glycohydrolase enzymatic assay, plate reader | inhibition, % at 9.99 µM | actives 0.24% (n = 350,000) | AID 652162; in the data active = inhibition above about 10%
# UGM FP inh = inhibitors of M. tuberculosis UDP-galactopyranose mutase. purified UGM, fluorescence polarization probe displacement. actives 0.06% (n = 320,000). P9WIQ1. inhibition, % at 10 µM; in the data active = inhibition above about 10%, passing the limit was not always enough
# Target sequence (P9WIQ1 whole entry, looked up): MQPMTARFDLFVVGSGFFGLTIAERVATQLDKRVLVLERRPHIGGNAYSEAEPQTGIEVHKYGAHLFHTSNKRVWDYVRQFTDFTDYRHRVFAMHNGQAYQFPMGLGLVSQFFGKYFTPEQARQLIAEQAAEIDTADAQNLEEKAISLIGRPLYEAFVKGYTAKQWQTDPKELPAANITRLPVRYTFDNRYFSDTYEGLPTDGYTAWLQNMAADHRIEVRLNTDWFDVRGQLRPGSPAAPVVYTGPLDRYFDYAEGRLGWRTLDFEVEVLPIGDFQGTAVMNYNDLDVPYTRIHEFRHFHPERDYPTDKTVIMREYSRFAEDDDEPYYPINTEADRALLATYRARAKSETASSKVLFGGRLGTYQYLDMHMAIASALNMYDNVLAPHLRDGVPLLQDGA
# GDH-TPI counter = GDH-TPI coupled enzyme inhibition counter-screen; inhibition, % at 4.8 µM; actives 1.2% (n = 360,000); GDH-TPI coupled enzyme counterscreen, NADH absorbance; in the data active = inhibition above about 30%;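 note: 0% = DMSO wells and 100% = wells lacking the enzyme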
# Y pestis TopoI = blocks Yersinia pestis topoisomerase I activity. Y. pestis Topo-I cleavage product accumulation, plate reader. activity, % at 10 µM. actives 0.064% (n = 360,000); in the data active = activity above about 50%, passing the limit was not always enough; note: inactives centre near 2
# Mtb BioA inh = inhibitors of Mycobacterium tuberculosis BioA enzyme; purified M. tuberculosis BioA enzyme, plate reader; inhibition, % at 9.99 µM; actives 0.096% (n = 360,000); AID 602481; in the data active = inhibition above about 40%
# Active calls of the source: *; i = inactive; . = not tested or not shown; & = joins results of further samples.
SMILES,Vc quorum ag,Mtb FBA inh,FadD28 binding,PfHsp40 rescue,TcdB inh,UGM FP inh,GDH-TPI counter,Y pestis TopoI,Mtb BioA inh
O=C(CCn1nc(-c2ccc(Cl)cc2)ccc1=O)NCCCN1CCCCCC1,.,1,-4.1,-0.8,0.4,-2.0,6,16,0.2
CC(=O)c1c(C)[nH]c(C(=O)CSc2nnc(-c3ccccc3)n2Cc2ccc3c(c2)OCO3)c1C,-0.9,2,-1.7,-1.6,.,0.5,13,35,.
COc1ccc(C(=O)/C=C/Nc2ccccn2)cc1,i,4,-2.2,-0.9,.,1.9,7,4,-2.2
CC(=O)c1cccc(NC2c3ccccc3C(=O)N2Cc2ccco2)c1 (stereo unspecified),-0.3,7,-2.6,2.3,-1.0,-1.4,9,3,2.7
Cc1ccc(NC(=O)c2ccc(S(=O)(=O)NCC3CCCO3)cc2)cc1 (stereo unspecified),i,0,-1.1,0.0,.,3.3,8,4,-0.3
COCCCn1ccc(O)c(Cc2ccc(F)cc2)c1=O,0.2,-7,-3.4,0.4,.,-0.1,-13,3,-0.1
CC(c1ccccc1)C(CC(=O)O)C(=O)NC1CCCCC1 (stereo unspecified),-0.3,1,0.2,-0.6,2.5,-2.0,3,-3,-1.0
COc1ccc(CNC(=O)Nc2cc(C)ccc2C)cc1,-0.3,-2,-3.3,-0.9,1.7,1.3,-3,2,.
CCOc1cc2c(cc1OCC)-n1cccc1C(c1ccc(C(C)C)cc1)NC2 (stereo unspecified),i,2,-2.0,-2.1,-0.4,-0.4,5,-5,-2.6
Cc1ccc(Cl)cc1N1CCN(S(=O)(=O)c2c(C)noc2C)CC1,-2.6,1,-1.8,0.5,0.5,-1.1,3,32,-0.2
COc1ccc(S(=O)(=O)CCC(=O)N(C)c2ccc(OC)cc2OC)cc1,-2.2,1,-1.4,0.1,.,-0.5,4,-12,0.1
COC(=O)CSC1=C(C#N)C(c2ccccc2)CC(=O)N1 (stereo unspecified),i,-1,-2.4,1.1,0.5,0.5,-3,3,7.0

# Results in FadD28 binding, for 4 of the compounds above:
SMILES | FadD28 binding
CC(c1ccccc1)C(CC(=O)O)C(=O)NC1CCCCC1 (stereo unspecified) | 0.2
CC(=O)c1c(C)[nH]c(C(=O)CSc2nnc(-c3ccccc3)n2Cc2ccc3c(c2)OCO3)c1C | -1.7
O=C(CCn1nc(-c2ccc(Cl)cc2)ccc1=O)NCCCN1CCCCCC1 | -4.1
COc1ccc(CNC(=O)Nc2cc(C)ccc2C)cc1 | -3.3

# The results go on:
SMILES,Vc quorum ag,Mtb FBA inh,FadD28 binding,PfHsp40 rescue,TcdB inh,UGM FP inh,GDH-TPI counter,Y pestis TopoI,Mtb BioA inh
CCN1/C(=C/C=C/c2sc3ccccc3[n+]2CC)Sc2ccccc21,-3.0,5,-4.4,254*,.,-2.3,15,-4,0.9
CCOC(=O)CCCc1ccc(/C(C)=N/NC(=S)NC)cc1,-0.4,-1,-0.9,-0.5,0.9,3.4,-5,10,.
COc1ccc(OC)c(NC(=O)Nc2nc(CN(C)C)cs2)c1,-0.7,-4,-1.6,.,0.7,.,1,-8,0.0
Cc1nn(CC(=O)N2CCOCC2)c(=O)c2nn(-c3ccccc3)c(C)c12,i,0,-1.7,1.4,0.1,3.8,-1,3,2.8
N#Cc1ccc(CSc2nnc3ccccn23)cc1,-0.5,4,-1.4,0.3,0.6,-2.3,0,-5,-0.9
CCOc1cc(C2C(C(=O)N3CCCCC3)=C(C)NC3=C2C(=O)CC(C)(C)C3)ccc1O (stereo unspecified),i,4,-0.1,-1.3,.,-0.7,10,2,0.1
Cc1cccc2c3c([nH]c12)CCNC3,-0.1,-3,-1.5,-0.2,-0.2,1.5,7,2,0.8
Cc1ccc2nc(-c3ccccc3)c(-c3ccccc3)nc2c1,1.4,15,-1.6,-1.3,-0.4,-4.6,5,-13,.
CCOC(=O)N1CCC(NC(=O)c2cc(C(=O)NC3CCCC3)ccc2CO)CC1,-0.2,-2,0.5,0.1,2.1,-2.0,3,0,-1.2
O=C(CN1C(=O)C2C3C=CC(C3)C2C1=O)Nc1nncs1 (stereo unspecified),-0.6,-1,-0.8,-1.1,-0.4,-1.7,3,1,0.9
O=C(CCSCCc1ccccn1)Nc1ccc(Cl)cn1,i,-3,-0.7,-0.1,.,-0.7,2,5,.
COc1ccc(F)cc1C(=O)C1CCCN(C(=O)c2ocnc2C)C1 (stereo unspecified),i,-4,-3.0,-0.1,0.9,1.5,2,-8,.
Cn1c(CNC(=O)c2ccco2)nnc1SCCOc1ccccc1,-0.1,1,.,-0.1,0.2,.,-7,6,-1.1
CCCCn1nnnc1C(c1cccc(OC)c1OC)N1CCN(C/C=C/c2ccccc2)CC1 (stereo unspecified),.,0,-4.8,.,0.8,.,.,.,-0.3
Cc1ccc(Cn2c(CN3CC(C)OC(C)C3)nc3c2c(=O)[nH]c(=O)n3C)cc1 (stereo unspecified),-0.2,4,-4.4,-0.3,.,-2.6,-9,6,0.9
CC(=O)Nc1ccc(Oc2ccc([N+](=O)[O-])cc2Cl)cc1,-1.0,1,-1.0,1.5,2.2,-0.8,6,1,.
O=[N+]([O-])c1cc(Br)cc(/C=N/n2cnnc2)c1O,-0.4,-8,-1.8,204*,0.0,-1.7,3,2,.
COc1ccc(C2C(C(=O)NCc3cccnc3)c3cc(OC)c(OC)cc3C(=O)N2C)cc1 (stereo unspecified),-0.6,-2,-0.6,-1.3,.,-0.7,13,-5,1.3
CCc1nn(CCCC(=O)NC(C)c2ccccc2)c(=O)c2cc3occc3n12 (stereo unspecified),i,-8,-3.4,5.7,-5.5,-2.2,-3,-8,0.7
Oc1ccc(C[C@H]2CNC(=S)N2CC2CCCN2C[C@H](Cc2ccc(O)cc2)N2C[C@H](Cc3ccccc3)N(CC3CCCCC3)C2=S)cc1 (stereo partly specified),-1.1,1,-1.8,0.7,-0.9,.,30,15,-1.4
CCC1(C(=O)OC)NC(c2ccco2)C2C(=O)N(c3ccc(C)cc3)C(=O)C21 (stereo unspecified),0.0,-2,-0.6,1.0,.,-0.3,8,-1,-0.7
c1ccc(C2CCCN(Cc3nc(CC4CC4)no3)CC2)cc1 (stereo unspecified),-0.2,0,0.5,0.6,0.3,0.2,2,17,2.6
CCCOC(=O)C1C2c3ccccc3C(c3ccccc32)C1C(=O)O (stereo unspecified),-0.5,-3,0.1,1.0,2.3,1.7,0,-3,.
O=C(Nc1ccncc1)c1c(F)cccc1F,i,1,-0.6,1.4,.,-2.5,12,6,4.2

# Among those listed so far, 2 contain a cyano group:
SMILES,Vc quorum ag,Mtb FBA inh,FadD28 binding,PfHsp40 rescue,TcdB inh,UGM FP inh,GDH-TPI counter,Y pestis TopoI,Mtb BioA inh
COC(=O)CSC1=C(C#N)C(c2ccccc2)CC(=O)N1 (stereo unspecified),i,-1,-2.4,1.1,0.5,0.5,-3,3,7.0
N#Cc1ccc(CSc2nnc3ccccn23)cc1,-0.5,4,-1.4,0.3,0.6,-2.3,0,-5,-0.9

# (next part)
SMILES,Vc quorum ag,Mtb FBA inh,FadD28 binding,PfHsp40 rescue,TcdB inh,UGM FP inh,GDH-TPI counter,Y pestis TopoI,Mtb BioA inh
N#Cc1cc([N+](=O)[O-])ccc1NC(=O)CSc1n[nH]c(=O)[nH]c1=O,i,-1,1.6,-0.1,0.2,-2.0,10,-10,1.3
O=[N+]([O-])c1ccc(Nc2ccccc2)cc1,i,-9,0.8,2.1,1.4,-0.5,14,-1,.
CCCCNC(=O)C1(C)CCCCN1C(=O)c1c(C)noc1C (stereo unspecified),-0.4,-3,-4.6,.,0.4,.,-5,-1,-1.2
O=c1cc(-c2ccc(O)cc2)oc2ccc(O)cc12,0.1,4,-0.6,0.1,0.5,4.1,37*,-9,.
O=C(C1CCC(Cn2c(=S)[nH]c3ccccc3c2=O)CC1)N1CCOCC1 (stereo unspecified),0.2,-2,-0.2,0.3,.,0.3,13,7,1.4
O=S(=O)(Nc1ccccc1N1CCCC1)c1ccccc1C(F)(F)F,-0.2,2,-0.4,.,-7.3,.,2,1,2.1
OCCN1CCN(c2ncnc3c2ncn3[C@H]2CN(Cc3cccc(C(F)(F)F)c3)C[C@@H](CO)O2)CC1,-0.3,-1,-4.6,.,-1.1,.,1,2,-1.4
O=C(NCc1ccco1)C(=O)c1cn(CC(=O)N2CCCC2)c2ccccc12,-0.7,3,-4.4,-1.4,2.1,-1.1,-7,-6,.
CCC(C)n1c(OC)nc2c1c(=O)n(C)c(=O)n2C (stereo unspecified),-0.2,5,-0.6,0.3,-0.3,1.0,0,-2,.
CCCn1ncc(CN2CCN(Cc3ccsc3)C(CCO)C2)c1C (stereo unspecified),-0.2,2,-1.5,0.0,2.0,-3.0,12,4,1.7
COC(=O)C/C(N)=C(\C#N)C(=O)OC,i,1,-0.7,-0.5,0.5,-0.9,-7,2,0.3
Cc1nc(N2CCN(S(=O)(=O)c3ccc(F)cc3)CC2)c2c(-c3cccs3)csc2n1,-0.2,-1,-1.1,1.4,1.1,-1.7,1,9,-1.5
Nc1cc(=O)[nH]c(SCC(=O)Nc2ccc([N+](=O)[O-])cc2)n1,i,0,-5.1,-0.5,-0.5,.,11,-9,-0.5
CCc1nnc(NC(=O)CSc2nnc(CNc3ccc(F)cc3)n2C2CCCCC2)s1,i,1,-1.3,1.5,3.6,-1.4,7,29,-0.9
CCOC(=O)C1CCN(C(=O)COc2ccc([N+](=O)[O-])cc2)CC1,0.3,1,-1.5,0.4,1.0,-2.3,-1,-16,.
CCOc1ccc(C(=O)NCc2ccccc2OC)cc1,-0.8,3,-0.7,-0.5,.,0.1,11,-8,-4.0
O=C(CSc1nnc(-c2ccccc2)n1-c1ccc(Cl)cc1)NC1CCS(=O)(=O)C1 (stereo unspecified),i,-3,-1.0,-0.4,0.2,0.1,3,15,29
COc1cc(OC)cc(C(=O)N2c3ccc(F)cc3CCC2C)c1 (stereo unspecified),-1.7,1,-10,0.9,.,4.3,10,-9,-0.2
Cn1ccnc1P(=S)(c1nccn1C)c1nccn1C,i,2,-1.1,-1.8,-0.3,1.2,4,-5,-1.3
COc1cc2c(cc1NC(=O)C(C)Sc1cccc[n+]1[O-])oc1ccccc12 (stereo unspecified),-0.3,-1,-3.5,0.7,3.6,-0.6,19,23,.
Cc1csc(CNC(=O)C2CCC(=O)N(CCCc3ccccc3)C2)n1 (stereo unspecified),-0.6,-1,0.4,-0.8,1.5,0.3,7,1,-0.1
C=C(C)Cn1c2ccc(NC(=O)NCCc3cccs3)cc2c(=O)n1C,i,182*,0.2,.,0.5,.,9,8,2.4
COc1ccc(NC2=CC(=S)NC(C)(C)C2)cc1,-0.5,-1,0.7,0.6,0.4,3.7,31*,5,-0.6
CC1=C(C(=O)OCc2ccccc2)C(c2ccccn2)c2c(n(C)c(=O)n(C)c2=O)N1 (stereo unspecified),-4.5,2&2,-2.1&0.7,-0.1&-0.2,0.5,-0.5,14&2,1&13,.
Cc1c(C(=O)N(C)Cc2nc3ccccc3c(=O)[nH]2)oc2ccccc12,-2.9,-2,-0.2,-0.1,-0.4,3.4,-4,6,-1.7
Cc1nc2c(-c3ccccc3)c(C)nn2c(N)c1-c1ccccc1,12,5,1.4,1.3,.,-2.7,11,8,.
COc1ccc(CCNC(=O)Nc2nc(C(N)CCc3ccccc3)cs2)cc1OC (stereo unspecified),-0.4,-2,-0.4,.,-0.3,.,3,-13,3.7
CCOC(=O)C1=CN(CC)S(=O)(=O)NC1c1ccc(F)c(Cl)c1 (stereo unspecified),i,3,-6.1,0.5,0.6,.,11,0,-1.3
CC(=O)c1cccc(NC(=O)N2CCCC2C(=O)Nc2ccc3c(c2)OCCO3)c1 (stereo unspecified),-0.2,-1,0.9,0.2,-4.6,-0.1,0,-2,.
CCc1ccnc(NC(=O)NS(=O)(=O)c2ccc(C)cc2)c1,i,5,2.0,-0.9,1.2,1.1,-4,8,-0.8
CC1CCCCN1C(=O)CCNS(=O)(=O)c1ccc2c(c1)c(=O)n(C)c(=O)n2C (stereo unspecified),-5.9,3,-3.0,19,1.1,-1.7,-3,-2,-0.7
Cc1[nH]c2ccccc2c(=O)c1CN1CCCCC1,-0.4,3,-1.2,0.7,.,-1.3,9,10,-1.1
